Salmonella PhoP GFP: inhibitors of PhoP regulon expression, primary screen, Salmonella Typhimurium, GFP reporter (AID 1863). S. Typhimurium PhoP-regulated promoter GFP reporter, 4 h; higher % means a stronger effect. inhibition, % at 50 µM; hits with a dose series show IC50 in µM. 300,000 compounds, 0.16% hits;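 active means inhibition over 29.93%, a cutoff 3 SD above the screen mean, later confirmed by dose response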;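 further: 0% = low Mg2+ inducing control and 100% = high Mg2+ repressing control; strong numbers were not always called active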
T cell modulator: modulates CD8 T cell binding to vesicles; 2C CD8+ T cell-vesicle binding, flow cytometry; hits give low values; calls only at 7 µM; 330,000 compounds, 0.068% hits;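 active means response, share of CD8 T cells binding vesicles, and their 90th percentile fluorescence all below set limits, cut at about 80% in these data, passing the limit was not always enough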
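incubation = binding step 1.5 h, 37 °C, antibody labelling 20 min, ice | test system = 2C mouse CD8+ T cells | read-out basis = percent CD8+ FL2 mean versus row control | controls = Peptide-free naked vesicles (low) and QL9 vesicles with 0.7% DMSO vehicle (high) | detection = flow cytometry of vesicle-bound cells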
T cell modulator vesicle-bound %: second read-out of T cell modulator, no call of its own (marks repeat the call); double positive events, %; measured here: CD8+ vesicle-bound cell fraction;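 binding gate set so that unloaded-vesicle control wells show 10% double positive cells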
Starred values were filed as active, the others as inactive; i = inactive.

#1 CCNC(=O)COC(=O)C1CCN(S(=O)(=O)c2ccc3c(c2)OCCO3)CC1
#2 O=P(O)(C(O)c1ccccc1)C(O)c1ccccc1 (stereo not drawn)
#3 NC1=NC(=O)C(Cc2ccc(F)cc2)S1 (stereo not drawn)
#4 Cc1csc(NC(=O)c2ccc(Cl)nc2)n1
#5 CCc1ccccc1Oc1ccc(S(=O)(=O)N2CCN(C)CC2)cn1
#6 Cc1ccc(C)c(-c2nnc(NC(=O)CS(=O)(=O)c3ccccc3)o2)c1
#7 Oc1ccc(C[C@H]2CNCCN2CCc2cccc(F)c2)cc1
#8 CCOC(=O)N1CCN(C(=O)COC(=O)C2CCN(S(=O)(=O)c3c(Cl)cccc3Cl)CC2)CC1
compound no. | 1 | 2 | 3 | 4 | 5 | 6 | 7 | 8
Salmonella PhoP GFP | -3.1% | -5.5% | 1.2% | -4.1% | 1.9% | -2.3% | 9.4% | -9.1%
T cell modulator | i | i | i | i | i | i | i | i
T cell modulator vesicle-bound % | 57.0 | 43.5 | 36.7 | 57.0 | 31.4 | 34.6 | 30.9 | 28.5

#9 O=C(COc1coc(CN2CCN(c3ccccc3)CC2)cc1=O)Nc1ccccc1F
#10 CC1CN(C(=O)COC(=O)CSc2ccc(C(N)=O)cc2[N+](=O)[O-])CC(C)O1 (stereo not drawn)
#11 Nc1ccccc1C(O)(Cc1ccccc1)c1ccccc1 (stereo not drawn)
#12 Cc1ccc(Cc2nnc(SCC(=O)Nc3ccc(C)cc3C)[nH]c2=O)cc1
#13 CC(=O)Nc1ccc(S(=O)(=O)N(C)CC(=O)Nc2cccc(S(=O)(=O)N3CCCC3)c2)cc1
#14 COc1ccc(NS(=O)(=O)c2cccc(C(=O)NCC(c3ccco3)N3CCCCC3)c2)cc1 (stereo not drawn)
#15 Cc1onc(-c2ccccc2Cl)c1C(=O)OCC(=O)c1ccc[nH]1
#16 Cc1nc(-c2ccc(F)cc2)c(CC(=O)N(C)CC(=O)Nc2ccccc2Cl)s1
compound no. | 9 | 10 | 11 | 12 | 13 | 14 | 15 | 16
Salmonella PhoP GFP | -6.0% | -0.2% | 5.4% | 5.8% | -7.3% | 3.5% | 2.9% | -4.5%
T cell modulator | i | i | i | i | i | i | i | i
T cell modulator vesicle-bound % | 44.7 | 51.3 | 28.1 | 17.8 | 56.5 | 52.2 | 48.2 | 42.9

#17 COc1cccc(NC(=O)CN(C)C(=O)c2cn(-c3ccccc3)nc2-c2cccs2)c1
#18 CCCCN(C(=O)c1ccc(C)c(S(=O)(=O)N2CCOCC2)c1)c1c(N)n(CCCC)c(=O)[nH]c1=O
#19 O=C(CN1C(=O)NC2(CCCC2)C1=O)OCc1ccc(Cl)cc1Cl
#20 CNC(=O)C1(C)C=CC2(CCCCC2)N1C(=O)OC (stereo not drawn)
#21 CCOc1ccccc1N=NC1C(=O)N(C(N)=S)N=C1C (stereo not drawn)
#22 Cc1ccc(S(=O)(=O)N(C)CC(=O)Oc2ccc(-c3nnco3)cc2)cc1
#23 CC(=O)N1c2ccccc2S(=O)(=O)c2ccccc21
#24 CCCCn1c(N)c(N(CCOC)C(=O)C2CCN(C(=O)c3ccccc3C)CC2)c(=O)[nH]c1=O
compound no. | 17 | 18 | 19 | 20 | 21 | 22 | 23 | 24
Salmonella PhoP GFP | 3.1% | -1.3% | -6.0% | -3.7% | 6.9% | -2.4% | -8.0% | -2.4%
T cell modulator | i | i | i | i | i | i | i | i
T cell modulator vesicle-bound % | 49.2 | 30.5 | 25.5 | 15.8 | 26.8 | 30.6 | 15.9 | 28.6

3 compounds picked at random from the list so far:
#22 Cc1ccc(S(=O)(=O)N(C)CC(=O)Oc2ccc(-c3nnco3)cc2)cc1
#19 O=C(CN1C(=O)NC2(CCCC2)C1=O)OCc1ccc(Cl)cc1Cl
#18 CCCCN(C(=O)c1ccc(C)c(S(=O)(=O)N2CCOCC2)c1)c1c(N)n(CCCC)c(=O)[nH]c1=O
compound no. | 22 | 19 | 18
Salmonella PhoP GFP | -2.4% | -6.0% | -1.3%
T cell modulator | i | i | i
T cell modulator vesicle-bound % | 30.6 | 25.5 | 30.5

(cont.)
#25 COc1cc2nc(N(CCCN(C)C)C(=O)c3ccc(C(=O)c4ccccc4)cc3)sc2cc1OC
#26 O=C(Cc1ccccc1)c1ccccc1C(=O)N1CCCCC1
#27 O=C(c1cc(-c2ccccc2)nn1-c1ccccc1)N1CCN(S(=O)(=O)c2ccc(F)cc2)CC1
#28 CN(Cc1ccc(F)cc1)C(=O)c1ccc(NS(=O)(=O)c2ccccc2)cc1
#29 Cc1sc(NC(=O)CS(=O)(=O)c2ccccc2)c(C(N)=O)c1C
#30 CCOC(=O)C1CCN(S(=O)(=O)CCNC(=O)c2ccc(F)cc2)CC1
#31 O=C1CCc2cc(S(=O)(=O)Nc3ccc(C(F)(F)F)cc3)cc3c2N1CC3
#32 CCN1CCN(c2ccc(S(=O)(=O)N3CCOCC3)cc2NC(=O)c2ccc(F)cc2Cl)CC1
compound no. | 25 | 26 | 27 | 28 | 29 | 30 | 31 | 32
Salmonella PhoP GFP | 2.8% | 1.6% | -3.2% | 0.1% | 2.1% | -5.0% | 5.4% | -3.9%
T cell modulator | i | i | i | i | i | i | i | i
T cell modulator vesicle-bound % | 42.4 | 60.6 | 58.7 | 25.3 | 58.5 | 13.4 | 8.8 | 14.0

#33 CCOc1ccc(C(=O)NCC(=O)NCC(c2ccccc2OC)N2CCCC2)cc1 (stereo not drawn)
#34 O=C(NCCS(=O)(=O)N1CCC2(CC1)OCCO2)c1ccccc1
#35 CN(CC(=O)Nc1ccc(F)cc1)C(=O)c1cc([N+](=O)[O-])ccc1N1CCOCC1
#36 O=C1Nc2ccccc2O/C1=C\c1ccccc1Br
#37 CCOC(=O)[C@@H]1[C@H]2COc3ccccc3[C@@H]2N2C(=O)N(c3cccc(F)c3)C(=O)[C@]12C
#38 CCOc1ccc(C(=O)CCC(=O)NNC(=O)c2ccccc2O)cc1
#39 CCOc1ccc(S(=O)(=O)NCCC(=O)NCC(c2cccs2)N(C)C)cc1 (stereo not drawn)
#40 O=C(c1ccc(-c2ccccc2Cl)s1)N1CCOCC1
compound no. | 33 | 34 | 35 | 36 | 37 | 38 | 39 | 40
Salmonella PhoP GFP | -7.0% | 4.4% | -3.6% | 2.1% | 5.9% | -8.2% | -7.1% | -5.8%
T cell modulator | i | i | i | i | i | i | i | i
T cell modulator vesicle-bound % | 52.0 | 43.9 | 11.4 | 52.2 | 36.5 | 43.0 | 32.3 | 32.2

#41 COc1ccc(C2(C)NC(=O)N(CC(=O)Nc3c(C)n(C)n(-c4ccccc4)c3=O)C2=O)cc1 (stereo not drawn)
#42 CCOC(=O)c1ccc(-c2ccc3c(c2)CCC3)nc1C
#43 O=C(c1ccc(S(=O)(=O)NCc2ccco2)cc1)N1CCCC(C(F)(F)F)C1 (stereo not drawn)
#44 Cc1ccc(NC(=O)COC(=O)CCn2c(C)csc2=O)c([N+](=O)[O-])c1
#45 Cc1ccc(S(=O)(=O)NCCC(=O)N2CCC(C(N)=O)CC2)cc1C
#46 COc1cc(C)c(/C=C/C(C)=C/C=C/C(C)=C/C(=O)O)c(C)c1C
#47 CC(=O)c1sc(NC(=O)CN2C(=O)NC3(CCCC3)C2=O)nc1-c1ccccc1
#48 O=C(NCCC(=O)N(CCc1ccccc1)Cc1ccccc1)c1ccc([N+](=O)[O-])cc1
compound no. | 41 | 42 | 43 | 44 | 45 | 46 | 47 | 48
Salmonella PhoP GFP | -4.4% | -5.9% | -9.1% | -6.9% | 1.2% | -3.2% | 2.2% | -4.2%
T cell modulator | i | i | i | i | i | i | i | i
T cell modulator vesicle-bound % | 32.4 | 17.9 | 39.1 | 27.8 | 32.0 | 19.0 | 18.3 | 32.9

#49 CN(C)C(=O)c1cc(C(=O)c2ccccc2F)c[nH]1
#50 CSc1ccc(S(=O)(=O)NCC(=O)OCC(=O)N2CCCC2=O)cc1[N+](=O)[O-]
#51 Cn1c(NCCO)nc2c1c(=O)n(Cc1cccc(Cl)c1)c(=O)n2C
#52 O=C(O)/C=C/c1ccc(Cn2ccnc2)cc1
#53 CC1CCC(NC(=O)CNC(=O)c2ccc3ccccc3c2)CC1 (stereo not drawn)
#54 CCc1ccc(-c2nc(SCC(=O)NC3CC3)n[nH]2)cc1
#55 CCN(CC(=O)Nc1ccccc1C(F)(F)F)C(=O)c1oc2ccc(OC)cc2c1C
#56 CCCn1c(C)nc2cc(Cl)c(N3CCN(c4nc(-c5ccc(C)cc5)cs4)CC3)cc21
compound no. | 49 | 50 | 51 | 52 | 53 | 54 | 55 | 56
Salmonella PhoP GFP | 3.6% | -8.1% | 4.4% | 0.1% | 6.6% | 6.6% | 1.8% | 4.3%
T cell modulator | i | i | i | i | i | i | i | i
T cell modulator vesicle-bound % | 18.6 | 3.0 | 20.9 | 64.1 | 42.2 | 41.9 | 34.8 | 14.0

#57 O=C1CC(NS(=O)(=O)c2cccnc2)CN1c1ccccc1 (stereo not drawn)
#58 CC(NC(=O)c1ccc2c(=O)n3c(nc2c1)CCC3)c1ccc(S(N)(=O)=O)cc1 (stereo not drawn)
#59 CC(=O)Nc1ccc(NC(=O)C(C)OC(=O)CSCc2cccc(Cl)c2)cc1 (stereo not drawn)
#60 O=C(CSc1cn[nH]n1)Nc1ccccc1F
#61 CCc1cc(C(=O)Nc2cc(S(=O)(=O)N(CC)CC)ccc2N2CCN(C)CC2)sc1C
#62 CS(=O)(=O)N(CC(=O)Nc1ccc(F)cc1F)C1CCCCC1
#63 Cc1ccc(SCC(=O)N(C)CC(=O)Nc2cccc(F)c2)cc1
#64 CN(C(=O)COC(=O)c1ccc(=O)n(Cc2ccccc2)n1)C1CCS(=O)(=O)C1 (stereo not drawn)
compound no. | 57 | 58 | 59 | 60 | 61 | 62 | 63 | 64
Salmonella PhoP GFP | -0.1% | -3.4% | -7.6% | -7.4% | -5.4% | -6.0% | 5.4% | 0.5%
T cell modulator | i | i | i | i | i | i | i | i
T cell modulator vesicle-bound % | 26.7 | 26.5 | 30.2 | 7.4 | 35.2 | 42.2 | 21.9 | 20.6

#65 O=C(c1cc2ccccc2o1)N1CCOCC1
#66 CCN(CC(=O)Nc1ccc2c(c1)OCCO2)C(=O)c1ccc(C(F)(F)F)cc1
#67 CC(=O)Nc1ccc(S(=O)(=O)NCC(=O)OCC(=O)NCc2ccco2)cc1
#68 Cc1cccc(C2CN(C)CCc3c2cc(O)c(O)c3Cl)c1 (stereo not drawn)
#69 CC1(C)Cc2cccc(OCC(=O)N3CCN(c4ccc(F)cc4)CC3)c2O1
#70 Cc1ccc(CN(C(=O)N2CCN(C)CC2)S(=O)(=O)c2ccc(C)cc2)cc1
#71 O=C(NNC(=O)c1ccccc1Cl)c1csc(N2CCOCC2)n1
#72 CCOC(=O)Oc1c(OC)cc(C(=O)O[C@@H]2C[C@@H]3CN4CCc5c([nH]c6cc(OC)ccc56)[C@H]4C[C@@H]3[C@H](C(=O)OC)[C@H]2OC)cc1OC
compound no. | 65 | 66 | 67 | 68 | 69 | 70 | 71 | 72
Salmonella PhoP GFP | -1.8% | -6.2% | -11.6% | -3.4% | 2.0% | -4.9% | -8.4% | -3.5%
T cell modulator | i | i | i | i | i | i | i | i
T cell modulator vesicle-bound % | 49.2 | 11.2 | 36.4 | 9.1 | 43.8 | 46.8 | 29.3 | 7.7

By substructure, the entries above containing a CF3 group
#31 O=C1CCc2cc(S(=O)(=O)Nc3ccc(C(F)(F)F)cc3)cc3c2N1CC3
#43 O=C(c1ccc(S(=O)(=O)NCc2ccco2)cc1)N1CCCC(C(F)(F)F)C1 (stereo not drawn)
#55 CCN(CC(=O)Nc1ccccc1C(F)(F)F)C(=O)c1oc2ccc(OC)cc2c1C
#66 CCN(CC(=O)Nc1ccc2c(c1)OCCO2)C(=O)c1ccc(C(F)(F)F)cc1
compound no. | 31 | 43 | 55 | 66
Salmonella PhoP GFP | 5.4% | -9.1% | 1.8% | -6.2%
T cell modulator | i | i | i | i
T cell modulator vesicle-bound % | 8.8 | 39.1 | 34.8 | 11.2

Following part.
#73 Cc1c(C(C)(C)O)[nH]c2cc(C(F)(F)F)ccc12
#74 CCN(CC(=O)NCc1cccs1)C(=O)c1ccc(NS(=O)(=O)c2ccc(C(C)=O)cc2)cc1
#75 CC1(c2ccc3ccccc3c2)NC(=O)N(CC(=O)N2CCC(C(N)=O)CC2)C1=O (stereo not drawn)
#76 CN(C)CCCNC(=O)C1(O)c2cc(Br)ccc2NC(=O)N1c1ccc(Cl)cc1 (stereo not drawn)
#77 CC(=O)Nc1ccc(-c2csc(NC(=O)C3CSC4(C)CCC(=O)N34)n2)cc1 (stereo not drawn)
#78 O=C(COC(=O)c1ncc(Cl)c(Cl)c1Cl)NNC(=O)c1ccccc1
#79 CC(Oc1cc2oc(=O)cc(-c3ccccc3)c2cc1Cl)C(=O)NCC1CCC(C(=O)O)CC1 (stereo not drawn)
#80 Cc1ccc(Sc2cc(C(=O)c3ccccc3C(=O)O)ccc2[N+](=O)[O-])cc1
compound no. | 73 | 74 | 75 | 76 | 77 | 78 | 79 | 80
Salmonella PhoP GFP | -9.1% | -6.8% | -9.0% | -3.0% | 3.3% | -9.9% | 0.0% | -4.4%
T cell modulator | i | i | i | i | i | i | i | i
T cell modulator vesicle-bound % | 25.0 | 39.5 | 28.0 | 24.9 | 31.8 | 36.1 | 58.2 | 7.4

Screening data (PubChem)

An excerpt (hit frequency here may not be typical).
